# yeast bub3: NCI yeast anticancer drug screen, S. cerevisiae bub3 mutant strain. growth inhibition, % at 50 µM. 9.9% of 78,000 active. AID 167, 2004;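 further: 0% = growth of vehicle-only cultures of the same strain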
#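 In this screen, a yeast mutant lacking normal mitotic checkpoint function is challenged with compound. Relative growth versus vehicle gives the inhibition value.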
# yeast rad50: NCI yeast anticancer drug screen, S. cerevisiae rad50 strain. % growth inhibition at 50 µM. 10% of 79,000 active;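 further: 0% = growth of vehicle-only cultures of the same strain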
#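 DNA repair mutant yeast, compound exposure, growth read-out; inhibition is taken relative to vehicle.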
# yeast mlh1 rad18: NCI yeast anticancer drug screen, S. cerevisiae mlh1 rad18 strain; 11% of 79,000 active; % growth inhibition at 50 µM; AID 175, 2004;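 further: 0% = growth of vehicle-only cultures of the same strain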
#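 Vehicle-treated cultures served as the reference for growth inhibition in a yeast strain carrying DNA damage repair alterations exposed to each compound.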
# yeast sgs1 mgt1: NCI yeast anticancer drug screen, S. cerevisiae sgs1 mgt1 strain; AID 161, 2004; % growth inhibition at 50 µM; 10% of 78,000 active;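 further: 0% = growth of vehicle-only cultures of the same strain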
#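 This yeast growth screen uses a strain with defined DNA-repair lesions; compound-treated growth is compared with vehicle-treated growth.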
# yeast mec2-1: NCI yeast anticancer drug screen, S. cerevisiae mec2-1 strain | 9% of 79,000 active | growth inhibition, % at 50 µM | AID 157, 2004;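 further: 0% = growth of vehicle-only cultures of the same strain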
#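 Strain: mec2-1 (DNA repair/cell cycle alteration). Compound exposure, then growth measured; inhibition expressed relative to vehicle.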
# cln2 rad14: NCI yeast anticancer drug screen, S. cerevisiae cln2 rad14 strain. % growth inhibition at 50 µM. AID 165, 2004. 8.3% of 78,000 active;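 further: 0% = growth of vehicle-only cultures of the same strain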
#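 Strain: cln2 rad14 yeast, altered in cell cycle control and DNA damage repair. Read-out: growth inhibition vs vehicle.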
# Numbers without * were called inactive; . = no result given; & = joins results of further samples. No stated cut-off is given here; in the data, active means growth inhibition above about 70%; inactive means the rest.
# Value order: yeast bub3	yeast rad50	yeast mlh1 rad18	yeast sgs1 mgt1	yeast mec2-1	cln2 rad14
1. CCC1C(=O)C=C(c2ccccc2)CC1c1ccccc1 (stereo not drawn)
    50	55	32	45	53	-38
2. CC1CNCCN1 (stereo not drawn)
    0	-3	8	-16	-17	-61
3. Nc1cc2c(cc1[N+](=O)[O-])-c1ccc(Cl)cc1C2=O
    -2	59	41	1	-2	8
4. Nc1nc(-c2ccc3ccccc3c2)cc(-c2cc(-c3ccc4ccccc4c3)nc(N)n2)n1
    -22	-7	-8	-18	-11	15
5. CC12CC[C@@H](C(C)(C)O)C1[C@@H](O)CC1(C)C2CCC2[C@@]3(C)CC[C@H](O)C(C)(C)C3C(O)C[C@]21C (stereo partly drawn)
    92*	90*	92*	92*	92*	91*
6. COC(=O)/C=C(/C)n1nc2ccccc2n1
    -2	9	30	-6	24	7
7. Cc1ccc(-c2cc(-c3ccccc3)c(C#N)c(=O)[nH]2)cc1
    4	16	26	13	9	9
8. COc1ccc(/C(Cl)=C(\C=O)c2ccc(Cl)cc2)cc1OC
    14	4	24	22	13	0
9. O=[N+]([O-])C1CCCC(C2=CSC3CCCCC3N2)C1 (stereo not drawn)
    86*	48	38	63	81*	11
10. COc1ccc(C2C(Cl)C(=O)N2NC(=O)c2ccc(N)cc2)cc1OC (stereo not drawn)
    -12	27	-20	-9	8	1
11. COC1OC(CCl)C(Cl)C(Cl)C1O (stereo not drawn)
    6	18	5	5	-8	-44
12. COC(=O)C(Cc1ccc(O)cc1)NC(=O)C(COCc1ccccc1)NC(=O)OCc1ccccc1 (stereo not drawn)
    35	-6	6	-4	-9	14
13. CCCCCCCCCCCCCCCCCC(=O)NCCO
    2&-4	17&-12	11&4	-8&-20	-7&-7	37&-24
14. Nc1nnc2nc(C(C(=O)c3ccc(O)cc3O)c3nc4nnc(N)n4[nH]c3=O)c(=O)[nH]n12
    -4	2	-2	5	3	-37
15. COc1ccc2cc3c4cc(OC)c(OC)cc4ccn3c2c1
    24	33	91*	62	15	80*
16. N#C/C(=C\c1c(Cl)cccc1Cl)c1ccc([N+](=O)[O-])cc1
    49	8	5	16	0	-4
17. COc1ccc(C(CC(C)(C)C)c2ccc(OC)cc2)cc1
    -12	-1	-11	5	-9	-44
18. O=C(O)CC(NC(=O)c1cnc2ccccc2n1)C(=O)O (stereo not drawn)
    13	-4	-1	4	-10	-17
19. Cn1c(=O)c2[nH]c(-n3ccc(=N)cc3)nc2n(C)c1=O
    11	-2	3	-12	-1	-56
20. CCSc1n[nH]c(=S)c2nc[nH]c12
    9	13	-6	4	3	6
21. c1ccc2c(c1)-c1ccccc1C2N1CC2CCC(CC2)C1
    -17	-16	3	-20	-3	-12
22. O=[N+]([O-])c1cccc2c(O)cccc12
    47	59	73*	39	33	34
23. COc1ccc(N=C2C(=Nc3ccc(OC)cc3)N(c3ccccc3)C(=S)N2N=C=C2Sc3ccccc3N2C)cc1
    -4	-13	-32	-18	-24	-8
24. CC(=O)/C=C(\CC(C)C)OC(=O)c1ccccc1
    -25	29	10	16	-4	-2
25. CCCCC(=O)c1ccc(Cl)cc1
    -35	14	16	1	-50	22
26. O=C(NNc1ccccc1)c1ccc(Cl)c(Cl)c1
    30	39	45	44	41	0
27. COC(=O)CC1(O)c2ccc3cc(OC)ccc3c2CCC1(C)C(=O)OC (stereo not drawn)
    -24	4	3	9	-8	-22
28. CC(C)=Cc1cc(-c2cc(C=C(C)C)on2)no1
    -8	8	4	4	-7	1
29. CCO/C(=C\C=O)C1CCC2C3CC=C4CC(OC(C)=O)CCC4(C)C3CCC12C (stereo not drawn)
    23	63	54	56	52	55
30. CCN(CC)CCCC(C)NC(C)CCCN(CC)CC (stereo not drawn)
    18	3	26	46	21	0
31. O=C1CNC(=O)N1c1cccc(Cl)c1
    .	12	6	.	-3	.
32. O=C1CCCC2OC2[C@H]2CCCCCC[C@@H]12 (stereo partly drawn)
    -2	2	8	5	1	3
33. CCN(CC)CCC1(C2CCCCC2)CCC(=O)NC1=O (stereo not drawn)
    -26	-12	39	-8	-25	5
34. CC(C)(C)OC(=O)N/N=C\c1ccnc2ccccc12
    -6	-8	-2	3	-9	-16
35. c1ccc(CCNc2ccccn2)nc1
    -2	12	-15	-12	-11	38
36. Cc1cc(Nc2ccc(S(=O)(=O)O)cc2)c2ccccc2n1
    -5	-2	8	-27	-18	-14
37. OCCc1c[nH]c2ccccc12
    -2	-19	12	10	-16	-17
38. COC1OC(CI)C(O)C(O)C1O (stereo not drawn)
    38	-6	-17	-4	2	-24
39. Ic1ccc2c[n+]3ccccc3cc2c1
    2	-12	-4	9	26	-30
40. O=Cc1c(O)nc[nH]c1=O
    -13	-24	-8	-4	-28	7
41. C#CCN(C)Cc1cc(OC)c(OC)c(OC)c1
    8	-43	14	7	-1	-11
42. CC(C(=O)O)C(C)(O)C(C)(C)C (stereo not drawn)
    12	-4	-7	-5	1	-37
43. Cc1nn(C(=O)c2ccc(Cl)cc2)c2c1C(c1cccc([N+](=O)[O-])c1)SC(N)=N2 (stereo not drawn)
    -1	-16	-25	6	-26	-24
44. Cc1cnc(N)c(S(=O)(=O)O)c1
    -3	14	-9	-8	-8	6
45. Cc1cccc(/C=N/NC(=S)N2CCCC2)n1
    88*	86*	86*	88*	90*	87*
46. Cc1ccc(S(=O)(=O)N2CCC(C(=O)N3CCCC3)(c3cccc(C)c3)CC2)cc1
    -38	-55	-43	-46	-35	0
47. COc1cccc(-c2nc(-c3cnccn3)n(Cc3ccccc3)n2)c1
    -46	-49	-39	-60	-61	-22
48. OC(CC(CC(O)(C(F)(F)F)C(F)(F)F)=NN=C(CC(O)(C(F)(F)F)C(F)(F)F)CC(O)(C(F)(F)F)C(F)(F)F)(C(F)(F)F)C(F)(F)F
    83*	84*	68	78*	84*	72*
49. C[n+]1c(/C=C/c2ccc(Cl)cc2)oc2ccccc21
    4	1	8	2	-2	12
50. CCc1c(C)c(=O)n(C)c2ccccc12
    4	5	-2	-1	-17	-15
51. CCCCCC/C=C\CCCCCCCCCc1cc(O)cc(OC)c1O
    -33	-9	13	-6	4	-10
52. CC(/C=C/c1ccc([N+](=O)[O-])o1)=N/N1CC(CN2CCOCC2)OC1=O (stereo not drawn)
    42	92*	94*	91*	56	53
53. O=C1C(Sc2ccc3ccccc3c2)=C(Sc2ccc3ccccc3c2)C(=O)c2ccccc21
    99*	94*	97*	99*	99*	98*
54. CCOC(=O)CCNC(=O)CCNC(=O)c1ccc(O)c([N+](=O)[O-])c1
    -14	1	19	2	-6	6
55. CCCc1nc(NC#N)nc(C(=O)NC23CC4CC(CC(C4)C2)C3)c1C
    -7	-8	-9	7	-13	8
56. C/C(CC/C(C)=N/O)=N\O
    12	6	10	-1	4	-9
57. CC(C)CCCCC1CCCC2C/C(=N\Nc3ccc([N+](=O)[O-])cc3[N+](=O)[O-])C(CC(=O)O)CC12 (stereo not drawn)
    0	-4	15	-16	13	28
58. CSc1nc(NC2OCC(OC(C)=O)C(OC(C)=O)C2OC(C)=O)c(N=C(C)C(C)=O)c(=O)[nH]1 (stereo not drawn)
    3	-4	13	15	18	5
59. Cc1cc(Cl)ccc1C(=O)O
    -13	-1	20	13	10	1
60. C[C@H]1CC[C@@H]2[C@@H](C)[C@H]3[C@H](C[C@H]4[C@@H]5CC=C6C[C@@H](O)CC[C@]6(C)[C@H]5CC[C@]34C)N2C1
    93*	58	87*	93*	94*	91*

# Fetched by structure from above:
# Value order: yeast bub3	yeast rad50	yeast mlh1 rad18	yeast sgs1 mgt1	yeast mec2-1	cln2 rad14
46. Cc1ccc(S(=O)(=O)N2CCC(C(=O)N3CCCC3)(c3cccc(C)c3)CC2)cc1
    -38	-55	-43	-46	-35	0
56. C/C(CC/C(C)=N/O)=N\O
    12	6	10	-1	4	-9
47. COc1cccc(-c2nc(-c3cnccn3)n(Cc3ccccc3)n2)c1
    -46	-49	-39	-60	-61	-22
44. Cc1cnc(N)c(S(=O)(=O)O)c1
    -3	14	-9	-8	-8	6
43. Cc1nn(C(=O)c2ccc(Cl)cc2)c2c1C(c1cccc([N+](=O)[O-])c1)SC(N)=N2 (stereo not drawn)
    -1	-16	-25	6	-26	-24

# Given with one line to a screen: entries from further up
(57) CC(C)CCCCC1CCCC2C/C(=N\Nc3ccc([N+](=O)[O-])cc3[N+](=O)[O-])C(CC(=O)O)CC12 (stereo not drawn)
(58) CSc1nc(NC2OCC(OC(C)=O)C(OC(C)=O)C2OC(C)=O)c(N=C(C)C(C)=O)c(=O)[nH]1 (stereo not drawn)
assay / compound	57	58
yeast bub3	0	3
yeast rad50	-4	-4
yeast mlh1 rad18	15	13
yeast sgs1 mgt1	-16	15
yeast mec2-1	13	18
cln2 rad14	28	5

# (cont.)
# Value order: yeast bub3	yeast rad50	yeast mlh1 rad18	yeast sgs1 mgt1	yeast mec2-1	cln2 rad14
61. NC(=O)CS(=O)Cc1cccc(Br)c1 (stereo not drawn)
    -2	-14	6	-18	-11	7
62. CCOC(=O)c1ccccc1Nc1c(C(=O)OCC)cnc2cc3c(cc12)OCO3
    0	-14	-8	-10	4	3
63. N#C/C(=C\c1cc(Cl)cc(Cl)c1)c1ccccn1
    18	36	18	33	0	15
64. COc1ccc(CC2C(=O)NC(C)C(=O)N(C)C3Cc4ccc(cc4)Oc4cc(ccc4O)CC(C(=O)NC(C)C(=O)NC(C)C(=O)N2C)N(C)C3=O)cc1 (stereo not drawn)
    60	61	54	66	40	70*
65. Cc1ccc(C(=O)N(O)c2ccccc2)cc1
    -8	-1	0	12	-7	-14
66. Cc1ccc(S(=O)(=O)CC(=O)CC(=O)C(=O)Nc2ccc(Cl)cc2C)cc1
    -1	11	27	-8	0	-22
67. CC1(C)C2CC(NC(=O)c3ccc([N+](=O)[O-])cc3)C1C2 (stereo not drawn)
    3	19	12	-2	5	-5
68. Cn1c2ccccc2c2ccc3c(c21)C(=O)C=CC3=O
    61	.	.	68	.	19
69. CCOc1c2c(nn(C)c1=O)Oc1ccccc1N2CCCN1CCOCC1
    4	-28	-5	-18	0	2
70. O=C(Nc1cccc2ccccc12)OCCBr
    -10	7	-7	3	-10	7
71. CCC1COc2nc(=O)c(C=NCCCN(C)C)c(N)n21 (stereo not drawn)
    25	29	31	29	4	20
72. O=[N+]([O-])c1cc(I)cc(/C=N/NS(=O)(=O)c2ccc(Cl)cc2)c1O
    9	29	65	53	28	16
73. CCCC(=O)Oc1ccc(/C=N/NC(N)=S)nc1
    1	15	19	28	75*	11
74. Cc1ccc(C(C)C)cc1OC(=O)NC1CCCCC1
    -23	-4	-1	10	9	-13
75. CN(C)c1ccc(/C=C(\NC(=O)c2ccccc2)C(=O)NC(CCC(=O)O)C(=O)O)cc1 (stereo not drawn)
    -1	-9	-26	19	2	-3
76. CCC(=C(c1ccc(OCc2ccccc2)cc1)c1ccc(OCc2ccccc2)cc1)c1ccc(OC)cc1
    -21	15	-14	9	-24	0
77. C=CCNC(=S)N/C=C(/C#N)C(=O)OC
    -8	2	16	-16	-10	22
78. C=CCCCCCCCCC(=O)Nc1cc2c3c(c1)CCCN3CCC2
    11	7	21	1	9	-14
79. COC(=O)/C=C(/Nc1ccc(Cl)cc1C(=O)O)C(=O)OC
    -11	3	-8	15	13	-27
80. CS(=O)(=O)c1snc(N)c1C#N
    -10	41	68	51	48	-10
81. COc1ccc2c(c1)CCN=C2c1ccccc1CCCCl
    -13	5	-28	-27	5	10
82. C[N+]1(C2C=CCCC2)CCOCC1 (stereo not drawn)
    1	2	4	7	-13	-37
83. COC(C(=O)C(O)C(C)O)C1CC2C=C3C=C(OC4CC(OC5CC(O)C(OC)C(C)O5)C(OC(C)=O)C(C)O4)C(C)C(=O)C3=C(O)C2=C(O)C1OC1CC(OC2CC(OC3CC(C)(O)C(O)C(C)O3)C(O)C(C)O2)C(O)C(C)O1 (stereo not drawn)
    1	-25	-8	-19	-28	3
84. Cc1c(-c2ccccc2)c(-c2ccccc2)c(C)c(-c2ccc(Oc3ccc(-c4c(C)c(-c5ccccc5)c(-c5ccccc5)c(C)c4-c4ccccc4)cc3)cc2)c1-c1ccccc1
    2	-5	-8	-10	-2	-18
85. N#Cc1c(-c2ccc(Cl)cc2)cn2c1[nH]c(=O)c1c3c(sc12)CCCC3
    -4	13	1	0	10	-7
86. OCC1CSC(=S)N1Cc1ccccc1 (stereo not drawn)
    15	5	26	7	13	-9
87. COC(=O)c1nc(N)nc(N)c1[N+](=O)[O-]
    -4	-8	-15	-23	-18	-15
88. CC1=C(C)CC(C(=O)O)(C(=O)NC(N)=O)CC1 (stereo not drawn)
    -21	-1	-6	-5	-4	1
89. CS(=O)(=O)OCCC(O)COS(C)(=O)=O (stereo not drawn)
    -12	-8	4	9	-7	-55
90. Cc1ccc(C2OC23CCc2ccccc2C3=O)cc1 (stereo not drawn)
    13	-12	-6	5	8	-23
91. CC1(C)C(OS(C)(=O)=O)C(C)(C)C1OS(C)(=O)=O (stereo not drawn)
    8	4	-13	14	-21	9
92. Cc1nnc2c3nnc(C)n3c3ccccc3n12
    -5	-25	-12	-13	-17	29
93. COc1ccc2c(c1)NC(=O)C2(C)SC (stereo not drawn)
    -27	-7	14	7	-16	-13

# Source: PubChem BioAssay (NCI)
